LYPLA1 counter = LYPLA1 (human) inhibition in PME1 counter-screen; recombinant LYPLA1, FP-Rh probe fluorescence polarization; inhibition, % at 5.9 µM; actives 0.16% (n = 320,000); AID 2174;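 active means inhibition above the mean of all tested compounds plus 3 SD, set per campaign, cut at about 14% in these data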;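 further: inhibitors block serine hydrolase probe labeling of LYPLA1 so polarization falls; 0% = enzyme with DMSO and 100% = wells lacking LYPLA1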
PREPL inhibitor = human PREPL enzyme inhibition; recombinant PREPL, fluorescence polarization activity-based probe; inhibition, % at 5.96 µM; actives 0.68% (n = 320,000); AID 2751; in the data active means inhibition above about 43%;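 further: 0% = enzyme with DMSO and 100% = wells lacking enzyme; many of its hits are not listed in these tables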
LYPLA2 inh = LYPLA2 (human) inhibition in PME1 counter-screen | inhibition, % at 5.9 µM | recombinant LYPLA2, FP-Rh probe fluorescence polarization | O95372 | actives 0.38% (n = 320,000) | AID 2177;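 active means inhibition above the screen-wide mean plus 3 SD, limit set per campaign, cut at about 26% in these data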;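 further: 0% = LYPLA2 with DMSO and 100% = wells lacking LYPLA2 enzyme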
PAD4 FP inh = inhibitors of human PAD4; actives 0.41% (n = 330,000); Q9UM07; recombinant PAD4, RCA probe fluorescence polarization; inhibition, % at 6.36 µM;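 active means percent inhibition above a cutoff equal to the mean of all tested compounds plus 3 SD, cut at about 15% in these data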;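 further: 0% = PAD4 with RCA probe and DMSO and 100% = probe without PAD4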
pPAFAH inh = pPAFAH (human) enzyme inhibition; inhibition, % at 3.39 µM; recombinant pPAFAH, FP-rhodamine probe fluorescence polarization; actives 1.5% (n = 330,000); Q13093;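 active means inhibition above the mean inhibition across the screen plus 3 SD, cut at about 25% in these data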;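 further: inhibitors block binding of the rhodamine activity-based probe so polarization drops; 0% = enzyme with DMSO and 100% = wells lacking pPAFAH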
Target sequence (Q13093 whole entry, looked up): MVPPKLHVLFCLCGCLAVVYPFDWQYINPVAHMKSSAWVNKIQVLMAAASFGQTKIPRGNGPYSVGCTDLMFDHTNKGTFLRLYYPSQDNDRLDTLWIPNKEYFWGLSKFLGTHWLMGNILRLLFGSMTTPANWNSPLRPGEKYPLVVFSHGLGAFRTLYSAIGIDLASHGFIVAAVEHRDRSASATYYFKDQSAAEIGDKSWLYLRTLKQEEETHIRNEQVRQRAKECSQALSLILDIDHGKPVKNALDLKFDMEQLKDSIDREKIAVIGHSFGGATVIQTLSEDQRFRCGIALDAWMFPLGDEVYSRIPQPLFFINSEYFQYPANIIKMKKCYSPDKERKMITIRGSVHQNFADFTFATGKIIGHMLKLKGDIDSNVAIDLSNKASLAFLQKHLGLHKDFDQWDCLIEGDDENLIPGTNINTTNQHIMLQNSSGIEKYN
GSTO1 counter = GSTO1 inhibition, counter-screen for RBBP9 inhibitors; recombinant GSTO1, activity-based probe fluorescence polarization; inhibition, % at 5.96 µM; actives 1.1% (n = 300,000); AID 1974;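 active means inhibition above the campaign mean inhibition plus 3 SD, cut at about 35% in these data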;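 further: 0% = GSTO1-1 with DMSO and 100% = wells lacking GSTO1-1 enzyme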
PME-1 inh = PME-1 (human) inhibition. inhibition, % at 5.9 µM. actives 0.53% (n = 320,000). recombinant PME-1, FP-Rh probe fluorescence polarization. Q9Y570;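 active means inhibition above the campaign mean of all compounds plus 3 SD, cut at about 26% in these data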;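 further: competitive labeling of PME-1 active site by serine hydrolase directed probe; 0% = PME-1 with DMSO and 100% = wells lacking PME-1 enzyme; inhibitors block probe labeling so polarization falls and inhibition rises; many of its hits are not listed in these tables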
PAFAH1B2 FP inh = inhibitors of human PAFAH1B2 | P68402 | recombinant PAFAH1B2, FP-rhodamine activity probe, fluorescence polarization | inhibition, % at 3.39 µM | actives 1.2% (n = 340,000) | AID 492953;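 active means inhibition above the mean of all tested compounds plus 3 SD, cut at about 24% in these data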;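 further: 0% = enzyme with DMSO and 100% = wells lacking PAFAH1B2; many of its hits are not listed in these tables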
Target sequence (P68402 whole entry, looked up): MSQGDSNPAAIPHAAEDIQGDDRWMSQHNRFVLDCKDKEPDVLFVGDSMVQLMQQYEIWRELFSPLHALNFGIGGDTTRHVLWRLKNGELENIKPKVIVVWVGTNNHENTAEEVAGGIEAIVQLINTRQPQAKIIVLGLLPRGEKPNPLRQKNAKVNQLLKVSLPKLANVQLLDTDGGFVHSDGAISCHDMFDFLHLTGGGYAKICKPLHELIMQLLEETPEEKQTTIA
PAFAH1B3 inh = PAFAH1B3 (human) inhibition | actives 0.28% (n = 340,000) | inhibition, % at 3.39 µM | Q15102 | recombinant PAFAH1B3, FP-rhodamine probe, fluorescence polarization;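 active means inhibition above the screen-wide average of all tested compounds plus 3 SD, cut at about 25% in these data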;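 further: 0% = enzyme with DMSO only and 100% = wells lacking PAFAH1B3 protein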
Target sequence (Q15102 whole entry, looked up): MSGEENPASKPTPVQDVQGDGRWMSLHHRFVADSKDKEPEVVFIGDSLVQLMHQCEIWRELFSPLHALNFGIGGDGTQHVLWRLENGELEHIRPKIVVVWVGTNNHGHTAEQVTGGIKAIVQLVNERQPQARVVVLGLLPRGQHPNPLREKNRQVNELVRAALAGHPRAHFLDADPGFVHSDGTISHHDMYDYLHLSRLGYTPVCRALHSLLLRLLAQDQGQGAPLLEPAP
The depositor's hits bear a star; x = no result given. These rows are one share of the data (hit frequency here may not be typical).

SMILES	LYPLA1 counter	PREPL inhibitor	LYPLA2 inh	PAD4 FP inh	pPAFAH inh	GSTO1 counter	PME-1 inh	PAFAH1B2 FP inh	PAFAH1B3 inh
COc1ccc(N(CC(=O)Nc2cccnc2)S(=O)(=O)c2ccccc2)cc1OC	-2	-8	3	1	5	-2	-5	5	6
Cc1ccc(-c2nnn(CCC(=O)Nc3ccc4c(c3)OCO4)n2)cc1	0	8	2	3	0	0	-5	-3	-8
COC(=O)COc1ccc(C2NC(=O)NC(c3ccccc3)=C2C(C)=O)cc1OC (stereo unspecified)	-2	0	-4	-3	3	-4	-5	20	8
O=C(NC(=S)Nn1cnc2c(cnn2-c2ccccc2)c1=O)c1ccc(Oc2ccccc2)cc1	-5	-6	-1	-3	-6	2	3	2	0
Cn1nnnc1Sc1ncnc2scc(-c3ccsc3)c12	x	17	x	8	0	x	x	7	7
CCN(C(=O)c1ccc2c(=O)n3c(nc2c1)CCCCC3)c1cc(OC)ccc1OC	-1	4	-4	6	-4	0	-4	0	3
CC1CCN(c2nc(-c3ccc(F)cc3)cc(C(F)(F)F)n2)CC1	2	9	-3	-2	-1	-10	-1	-1	1
CNC(C)C(=O)NC(C(=O)N1CCCC1C(=O)NC1CCCc2ccccc21)C(C)C (stereo unspecified)	0	19	-1	1	-2	x	3	1	-3
CNS(=O)(=O)c1cccc(C(=O)OCC(=O)/C=C2/N(C)c3ccccc3C2(C)C)c1	-5	7	-3	-12	1	-2	0	1	2
CCn1nc(C(=O)Nc2nc(-c3ccccn3)cs2)c2ccccc2c1=O	-2	-8	-2	0	3	x	4	-6	2
Cc1nn(-c2cccc(C(=O)O)c2)c(C)c1[N+](=O)[O-]	-3	-3	1	-6	1	8	6	2	3
CCc1nnc(NC(=O)c2cc3ccccc3oc2=O)s1	-3	-1	-4	2	-2	2	-3	5	1
O=C(COc1ccc(F)cc1)N/N=C/c1cccc2cccnc12	-2	14	-3	12	0	3	-4	4	17
CC(C)(C)C1CCC(C(=O)OCC(=O)c2ccc[nH]2)CC1 (stereo unspecified)	-3	0	-5	0	6	2	-5	22	1
COc1ccc2ncc(OC(C)=O)cc2c1	-2	14	-1	3	2	-5	6	0	-2
CCNC(=S)N1CCN(S(=O)(=O)c2ccc(Cl)s2)CC1	x	4	x	-3	3	x	x	7	4
Cc1nc2ccc(NC(=O)c3oc4ccc(F)cc4c3C)cc2s1	1	7	0	5	1	x	-9	3	4
CCC(=O)N1CCN(c2ccccc2NC(=O)COc2cccc(C)c2)CC1	-2	5	-1	-7	-7	4	1	2	4
O=C(Nc1ccc(Cl)c(Cl)c1)C1CCN(C(=O)c2ccco2)CC1	3	7	5	-2	1	2	1	3	9
COc1ccc(N(CC(=O)NC2CCCC2)C(=O)CCC(=O)Nc2cc(C)on2)cc1OC	-6	-2	-2	-2	-1	14	-1	-2	2
Cc1ccc(-c2nnn(CC(=O)N3CCN(c4ccccc4)CC3)n2)o1	0	22	1	1	-1	-2	1	-1	0
Cc1ccc(NC(=S)NC2CCCCC2)cc1S(=O)(=O)N(C)C	-2	-2	-3	-3	-2	-5	3	-2	-1
Cn1c(CSc2nc3ccccc3s2)nnc1SCC(=O)NCc1cccnc1	-2	6	0	-2	-3	3	3	8	-6
CN(CC1COCCO1)C(=O)c1cc(COc2c(F)cccc2F)on1 (stereo unspecified)	1	-6	9	0	1	-1	-3	-5	7
CCN(C(=O)COC(=O)c1ccc(OC)c(S(=O)(=O)N(C)Cc2ccccc2)c1)C1CCS(=O)(=O)C1 (stereo unspecified)	2	5	-1	-1	-1	-1	-3	1	-3
CCOC(=O)C(Cc1ccc(NC(C)=O)cc1)N1C(=O)c2ccccc2C1=O (stereo unspecified)	1	12	4	-5	4	x	5	1	0
CC(C)(C)OC(=O)NCCCCCc1nnc(SCC(N)=O)o1	-1	4	-3	-5	-5	3	-5	-1	7
O=C(CCCOc1ccccc1)NC(=S)Nc1ccccc1	5	-2	3	-1	3	6	-8	3	13
COc1cccc2cc(-c3cn4cccc(C)c4n3)c(=O)oc12	-4	14	-2	-5	-2	2	1	-2	-6
CC1C=CCC2C(=O)N(c3cccc(C(=O)Nc4ccc(F)cc4)c3)C(=O)C12 (stereo unspecified)	-1	3	2	-2	3	-1	-4	-4	3
Cc1ccc(NC(=O)COC(=O)CCn2c(C)csc2=O)cc1S(=O)(=O)N1CCOCC1	-1	2	4	1	2	3	-1	-7	4
NC1=NC[C@H](Cc2ccccc2)N1CCc1cccc(F)c1	-2	-8	-1	0	4	-3	3	4	8
COc1ccc(CNC(=O)COC(=O)c2ccc(F)c(S(=O)(=O)N3CCOCC3)c2)cc1	x	16	x	-2	-2	x	x	3	13
Cc1c(NC(=O)C2CCCCN2S(=O)(=O)c2ccc(Cl)cc2)c(=O)n(-c2ccccc2)n1C (stereo unspecified)	-3	7	5	0	-1	-1	0	-3	-3
CCN1/C(=C2/SC(=S)N(NC(C)=O)C2=O)Sc2ccc(OC)cc21	4	10	-2	-2	5	-4	-2	1	0
CC(C)(C)NC(=O)CN1CCCN(C(=O)c2cccc(S(=O)(=O)N3CCc4ccccc43)c2)CC1	6	8	5	-8	-3	x	8	10	2
COc1cc(-c2onc3ccc(Br)cc23)cc(OC)c1OC	1	13	-3	2	1	0	4	0	-1
O=C(NCCCO)C(=O)NCCc1ccc(Cl)cc1	-4	1	-9	-8	2	4	4	28*	6
CC(=O)Nc1ccc(NC(=O)CSc2nnc(-c3ccco3)n2Cc2ccco2)cc1	-1	1	4	-5	2	21	-5	-3	6
N#Cc1ccc(NC(=S)NC(=O)C2CCCCC2)cc1	x	7	x	1	2	x	x	-1	5
O=C(NCc1cccc(Cl)c1)NC(=O)c1csc([N+](=O)[O-])c1	-1	1	0	-3	3	-2	-2	4	-2
O=S(=O)(Nc1nc2ccccc2nc1Cl)c1ccccc1C(F)(F)F	0	-4	-2	-1	4	0	25	4	2
COc1cccc(-c2cc(C(F)(F)F)n3ncc(S(=O)(=O)c4ccccc4)c3n2)c1	5	7	2	-3	3	-8	-3	7	5
O=C(CN(C(=O)CCC(=O)Nc1nccs1)c1ccccc1F)NCc1ccccc1	5	0	4	-2	2	7	2	10	1
Cc1cccc(NC(=O)Cn2c(=O)oc3ccccc32)c1	-1	0	6	-3	4	3	-3	3	6
CN1CCN(S(=O)(=O)c2ccc(Oc3ccc(F)c(Cl)c3)nc2)CC1	-3	-17	-6	-3	2	1	-7	12	1
Cc1ccc(NC(=S)NCCc2c[nH]c3ccccc23)c(C)c1	3	-2	1	2	4	20	3	9	9
COc1cc(Br)cc(CNc2ccc(F)c([N+](=O)[O-])c2)c1O	3	19	1	-5	6	2	15	4	6
COc1ccc(C(=O)NC(C)c2ccc(-n3ccnc3)cc2)cc1[N+](=O)[O-] (stereo unspecified)	3	-1	3	3	-3	0	4	1	-3
Cc1cc(NC(=O)CSCC(=O)Nc2nc3ccccc3s2)no1	-2	5	2	-2	1	x	9	5	17

Not a retest: 4 of the compounds above.
SMILES	LYPLA1 counter	PREPL inhibitor	LYPLA2 inh	PAD4 FP inh	pPAFAH inh	GSTO1 counter	PME-1 inh	PAFAH1B2 FP inh	PAFAH1B3 inh
COc1ccc(N(CC(=O)Nc2cccnc2)S(=O)(=O)c2ccccc2)cc1OC	-2	-8	3	1	5	-2	-5	5	6
Cc1ccc(-c2nnn(CCC(=O)Nc3ccc4c(c3)OCO4)n2)cc1	0	8	2	3	0	0	-5	-3	-8
COC(=O)COc1ccc(C2NC(=O)NC(c3ccccc3)=C2C(C)=O)cc1OC (stereo unspecified)	-2	0	-4	-3	3	-4	-5	20	8
O=C(NC(=S)Nn1cnc2c(cnn2-c2ccccc2)c1=O)c1ccc(Oc2ccccc2)cc1	-5	-6	-1	-3	-6	2	3	2	0

Carrying on:
SMILES	LYPLA1 counter	PREPL inhibitor	LYPLA2 inh	PAD4 FP inh	pPAFAH inh	GSTO1 counter	PME-1 inh	PAFAH1B2 FP inh	PAFAH1B3 inh
CC(C)(C)NC(=O)NC(=O)COC(=O)Cn1cnc2ccccc2c1=O	3	-6	7	-1	2	11	-5	5	10
COc1ccc(-c2cc(C(=O)N3CCCC3)no2)cc1OC	3	-2	0	-7	1	4	-3	5	8
Cn1nc(C(=O)NCC(c2cccs2)N2CCOCC2)c2ccccc2c1=O (stereo unspecified)	x	21	x	-5	-2	x	x	4	8
COc1ccc(-n2nc(C(=O)NCC(=O)NC3CCCCCC3)c3ccccc3c2=O)cc1OC	-2	-7	-8	-6	-1	-3	-4	3	2
CCN1C(=O)CC(c2ccc(OC(C)C)cc2)C1=O (stereo unspecified)	2	-1	0	-1	-4	6	3	8	6
CC(C)NC(=O)C1CCN(C(=O)N(C)C)CC1	1	29	4	-2	-1	5	8	-6	14
Cc1cc(C(=O)N/N=C/c2ccc(OCc3ccccc3)cc2)c(C)o1	-8	14	-16	-7	-4	-20	-13	10	-5
CCOC(=O)c1c(NC(=O)CSc2nnc(-c3ccco3)o2)sc(C(C)=O)c1C	-3	2	-2	-4	-1	6	-1	5	2
COc1ccc(/C=C(\NC(=O)c2cccs2)C(=O)NC(C)(C)C)cc1OC	2	-2	5	-3	0	3	0	6	3
CC1CCC(NC(=O)COC(=O)C2=NN(c3ccccc3)C(=O)CC2)CC1 (stereo unspecified)	0	-1	2	0	17	x	0	3	3
COc1ccc2c(c1)C1CC(C)(NC(=O)C1S(=O)(=O)c1ccc(F)cc1)O2 (stereo unspecified)	3	2	2	-3	4	1	1	1	3
CCOc1ccc(C2c3[nH]c4ccccc4c3CCN2Cc2cccn2-c2ncccn2)cc1 (stereo unspecified)	-3	-34	-3	2	5	-11	-4	-1	-2
COc1cc(C(=O)NNC(=S)NC(=O)c2ccc(F)cc2)cc(OC)c1OC	4	0	-1	1	7	13	0	9	5
CCOCC(=O)Nc1nc2ccccc2s1	3	-2	-1	-3	5	29	1	7	8
COc1ccc(CCC(=O)NCCS(=O)(=O)N2CCN(c3ccc(OC)cc3)CC2)cc1	0	6	-2	2	1	10	5	4	9
CCOC(=O)CNC(=O)CNC(=O)c1ccc(OC(C)C)cc1	-2	-8	3	2	-3	2	6	x	x
COc1cc(C(=O)NC2CCCc3c2cnn3-c2ccccc2F)cc(OC)c1OC (stereo unspecified)	-1	2	3	-2	4	5	1	1	3
Cc1ccc(NC(=O)CSc2ncn(-c3ccccc3)n2)cc1C	-4	-35	4	3	-8	3	-1	5	10
CCCCn1c(N)c(N(CCOC)C(=O)c2nn(CC)c(=O)c3ccccc23)c(=O)[nH]c1=O	0	10	-6	-4	-8	-3	1	-2	-1
Cc1cc(C)n(CC(O)COCc2ccccc2)n1 (stereo unspecified)	0	-9	-1	3	-1	-1	8	7	3
O=C(COC(=O)c1ccc(Br)o1)Nc1ccc2c(c1)OCCO2	x	4	x	1	5	x	x	2	7
COc1cc(Nc2nc3ccccc3n3nnnc23)cc(OC)c1OC	-4	17	-1	3	8	4	15	10	11
COc1cc2c(cc1OC)CN(C(=O)CSc1nnc3scc(-c4ccccc4)n13)CC2	3	-9	-8	-7	0	-3	-1	3	7
S=C(NCCN1CCOCC1)Nc1cccc(Cl)c1	1	0	6	3	1	1	-5	-2	11
COc1cc2c(cc1OC)CN(CC(=O)Nc1cccc(C)c1)CC2	1	15	4	1	-1	9	2	2	10
COc1ccc(-c2noc(N3CCC(C(=O)NCCCN4CCC(C)CC4)CC3)n2)cc1	-4	6	-1	-1	2	3	-5	2	9
COc1ccc(CNCCNC(=O)c2nonc2N)cc1OC	4	7	11	-5	3	-1	7	6	-5
